Assay outcomes as filed in PubChem BioAssay.
KCNQ2 inh: KCNQ2 channel blockers in CHO-K1 cells – cell-based, FluxOR thallium flux, B-score, primary screen (AID 2156); O88943; 20 min; stronger effect = lower value; B-score at 10 µM; 310,000 compounds, 1.1% hits;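 active = fluorescence ratio B-score at most minus 3 library SDs, with starting brightness B-score within 2 library SDs, cut at about -5.5 in these data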
CHT block: inhibitors of human choline transporter CHT; B-score at 10 µM; 310,000 compounds, 0.86% hits; CHT-expressing cells, membrane potential dye, choline response; stronger effect = lower value;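 active = B-score over 3 SD under the library average, and starting fluorescence ratio not unusually high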;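 also: choline stimulus applied at its EC90 after an EC20 pre-addition; B-score computed on integrated fluorescence ratio after choline addition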
Target sequence (Q9GZV3 whole entry, looked up): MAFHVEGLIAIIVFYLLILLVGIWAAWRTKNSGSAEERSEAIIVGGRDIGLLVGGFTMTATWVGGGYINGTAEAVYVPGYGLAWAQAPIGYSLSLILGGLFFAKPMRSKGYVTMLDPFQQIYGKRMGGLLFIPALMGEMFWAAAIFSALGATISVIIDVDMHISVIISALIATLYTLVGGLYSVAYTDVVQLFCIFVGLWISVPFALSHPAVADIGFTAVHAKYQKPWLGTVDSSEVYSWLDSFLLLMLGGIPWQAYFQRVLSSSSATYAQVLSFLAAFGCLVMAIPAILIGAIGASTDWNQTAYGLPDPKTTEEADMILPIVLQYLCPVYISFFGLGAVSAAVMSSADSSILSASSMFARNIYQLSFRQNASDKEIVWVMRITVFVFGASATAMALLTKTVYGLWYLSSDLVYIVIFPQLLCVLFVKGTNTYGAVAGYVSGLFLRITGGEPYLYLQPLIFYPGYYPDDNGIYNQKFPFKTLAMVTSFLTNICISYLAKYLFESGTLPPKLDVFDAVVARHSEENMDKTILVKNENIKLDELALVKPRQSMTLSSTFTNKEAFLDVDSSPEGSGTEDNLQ
Active calls of the source: *; i = inactive; . = no result given.

SMILES	KCNQ2 inh	CHT block
Cc1cc(C(=O)CN2C(=O)NC3(CCCC3)C2=O)c(C)n1-c1ccc2c(c1)OCO2	i	i
Cc1cc(SCC(=O)Nc2c(C)n(C)n(-c3ccccc3)c2=O)nc2ccccc12	i	i
COc1ccc(NC(=S)Nc2ccc(S(N)(=O)=O)cc2)c(C)c1	i	i
Cc1ccc(CSc2nc3c(c(=O)[nH]2)CCC3)cc1	i	i
Cc1ccccc1NS(=O)(=O)c1ccc2c(c1)n(C)c(=O)n2C	i	i
Fc1ccc(/C=N/n2cnn(Cc3ccccc3Cl)c2=S)cc1	i	i
CCC1CCCCN1CCCNC(=O)Cn1c2ccccc2c2nc(=O)cc(C)n21 (configuration not stated)	i	i
COC(=O)c1ccc(/C=N/NC(=O)c2ccccc2Cl)cc1	i	i
Cc1cccc(NC(=O)CSc2nnc(-c3cc(C)n(-c4ccccc4)c3C)o2)c1C	i	i
Cc1ccc(C(C)C)c(Oc2nnnn2-c2ccccc2)c1	i	i

Arranged by heavy-atom count (highest first): some entries from above
SMILES	KCNQ2 inh	CHT block
Cc1cccc(NC(=O)CSc2nnc(-c3cc(C)n(-c4ccccc4)c3C)o2)c1C	i	i
Cc1cc(C(=O)CN2C(=O)NC3(CCCC3)C2=O)c(C)n1-c1ccc2c(c1)OCO2	i	i
Cc1ccccc1NS(=O)(=O)c1ccc2c(c1)n(C)c(=O)n2C	i	i
Cc1ccc(C(C)C)c(Oc2nnnn2-c2ccccc2)c1	i	i
Cc1ccc(CSc2nc3c(c(=O)[nH]2)CCC3)cc1	i	i

Other structures:
SMILES	KCNQ2 inh	CHT block
Oc1ccc(-c2n[nH]c(=S)n2Cc2ccccc2)cc1	i	i
CCN(CC)c1ccc(NC(=O)Cn2nnc(-c3cccc(OC)c3OC)n2)c(C)c1	i	i
COc1ccc(NC2CCCN(C(=O)c3oc(C)cc3C)C2)cc1OC (configuration not stated)	i	i
O=C(/C=C/Nc1ccc(F)cc1F)c1ccc(Br)cc1	i	i
CC(C)(C)OC(=O)N1CCC(CC2CC(c3ccccc3)=NO2)(C(=O)O)CC1 (configuration not stated)	i	i
CNNCc1ccc(C(=O)NC(C)C)cc1	i	i
CCOc1ccc(S(=O)(=O)NC2CCCC2)cc1C	i	i
Cn1ccnc1SCC(=O)NC12CC3CC(CC(C3)C1)C2	i	i
c1ccc(Cc2nnc3sc(C4COc5ccccc5O4)nn23)cc1 (configuration not stated)	i	i
Cn1nnc(NC(=O)CSc2nnnn2-c2ccc(F)cc2)n1	i	i
Cc1ccc(NC(=O)CS(=O)CC(=O)NC(C)CCc2ccco2)cc1Cl (configuration not stated)	i	i
COc1ccc(C=NCC2COc3ccccc3O2)cc1OC (configuration not stated)	i	i
O=C(c1cc2ccccc2oc1=O)N(Cc1ccc(F)cc1)C1CCS(=O)(=O)C1 (configuration not stated)	i	i
COc1ccc(CC(=O)O/N=C(\N)Cc2cccc3ccccc23)cc1	i	i
CC(=O)Nc1ccc(S(=O)(=O)NC(CC(=O)O)c2ccc(OC(C)C)cc2)cc1 (configuration not stated)	i	i
Cc1ccnc(NC(=O)c2ccc(S(=O)(=O)N3CCCCCC3)cc2)c1	i	i
O=C1C2C3C=CC(C3=C3CCCCC3)C2C(=O)N1c1ccccc1 (configuration not stated)	i	i
CCCCCCN1CC(O)=C(c2nc3ccccc3[nH]2)C1=N	i	i
O=C1c2ccc3c4c(ccc(c24)C(=O)N1c1cccc(O)c1)CC3	i	i
OCc1cn(-c2ccccc2)nc1-c1ccco1	i	i
COc1ccc(SCCc2nnc(-c3ccccc3)o2)cc1	i	i
O=C(COc1ccc(S(=O)(=O)N2CCCC2)cc1)NCCC1=CCCCC1	i	i
Cc1[nH]c2ccccc2c1NC(=O)CN1CCN(C(=O)c2ccco2)CC1	i	i
CN(C)C(=S)c1ccc(N(C)C)cc1	i	i
CC(C)OC(=O)C1C2C=CC3(CN(C(C)c4ccc(Br)cc4)C(=O)C13)O2 (configuration not stated)	i	i
CN(C)C(CNC(=O)c1ccc(S(=O)(=O)N(C)C)cc1)Cc1ccccc1 (configuration not stated)	i	i
O=C(Nc1nc2ccccc2n1Cc1ccccc1)c1ccco1	i	i
Cn1cc(CN2CCC(C(=O)Nc3cccc(-c4cscn4)c3)CC2)cn1	i	i
Cc1ccc(S(=O)(=O)N2CCC(C(=O)N3CCC[C@H]3C(=O)NCc3ccccc3)CC2)cc1	i	i
COc1ccc(-c2nc3ncnn3cc2C)cc1F	i	i
Cn1c(=O)c(=O)n(C)c2cc(S(=O)(=O)N3CCC(Cc4ccccc4)CC3)ccc21	i	i
O=C(NCc1ccccn1)C(=O)NCC1OCCN1S(=O)(=O)c1ccc(Cl)cc1 (configuration not stated)	i	i
O=C1Nc2c(c(=O)[nH]c(=O)n2-c2ccc(F)cc2)C1(NS(=O)(=O)c1ccccc1)C(F)(F)F (configuration not stated)	i	i
COc1cccc(NS(=O)(=O)c2ccc3c(c2)NC(=O)C(C)C(=O)N3)c1 (configuration not stated)	i	i
O=C(Oc1ccc(C(=S)N2CCOCC2)cc1Br)c1ccccc1F	i	i
Cc1ccccc1Nc1nc(N)nc(CCl)n1	i	i
Cc1ccc(/C=N/NC(=O)c2ccc(Br)o2)s1	i	i
Cc1ccc(CNC(=O)CCc2nnc3ccc(NCCCN4CCCC4=O)nn23)cc1	i	i
O=C(c1c(F)cccc1F)N1CCCC1	i	i
Cc1cccc(CN2CCC(C(=O)Nc3cccc(-c4cccc(F)c4)c3)CC2)n1	i	i
O=S(=O)(c1ccc(-n2cnnn2)cc1)N1CCNCC1	i	i
Cc1nc2c(C(=O)NCCc3ccccc3Cl)c[nH]n2c(=O)c1Cl	i	i
CCOc1cc(/C=C2\SC(=NC)N(C)C2=O)cc(Cl)c1OC(C)=O	i	i
COC(CN(C)S(=O)(=O)c1cc2c3c(c1)CCN3C(=O)CC2)OC	i	i
COc1ccc(C(=O)O)cc1S(=O)(=O)NC(C)C	i	i
Cc1c(-c2cccc(Cl)c2)nc2ccccc2c1C(=O)OC/C(O)=C(\C#N)c1nc2ccccc2[nH]1	i	i
CC(C)N(Cc1nc(-c2ccccc2)no1)C(=O)CCCN1C(=O)c2ccccc2C1=O	i	i
O=C(CSc1nnc(NC(=O)c2ccc(S(=O)(=O)N3CCOCC3)cc2)s1)Nc1ccccc1C(F)(F)F	i	i
Fc1ccc(CN2CCCCCCC2)cc1F	i	i
CC1=CCC(C(=O)O)C(C(=O)NC2CCCCC2)C1 (configuration not stated)	i	i
(continued)
SMILES	KCNQ2 inh	CHT block
CCn1c(C)c(C(C)=O)c(N2CCN(c3ccccc3)CC2)nc1=S	i	i
N/C(=N\OC(=O)Cc1cccs1)c1ccccc1	i	i
CCOc1ccc(NC(=S)N(CCc2c(C)[nH]c3ccc(C)cc23)Cc2ccncc2)cc1	i	i
O=S(=O)(N1CCCCCC1)N1CCN(S(=O)(=O)N2CCOCC2)CC1	i	i
COC(=O)Nc1nnc(CCc2ccccc2)s1	i	i
CCC1CCc2sc(C(=O)NNC(=O)c3ccncc3)cc2C1 (configuration not stated)	i	i
O=C(Nc1cc2c(ccc3ccccc32)oc1=O)C1CCCCC1	i	i
CC1(C)Cc2c(sc3c2c(=N)n(Cc2ccco2)c(=O)n3CC(=O)Nc2ccc(Cl)cc2)CO1	i	i
Cc1cc2nc(-c3cccnc3SCC(=O)NC(C)C)[nH]c2cc1C	i	i
COC(=O)c1ccccc1NC(=O)CN1CCN(C(=O)c2ccco2)CC1	i	i
S=C(NCc1ccco1)Nc1ccc(Br)cn1	i	i
Cc1ccc(C(=O)O)c(C(=O)Nc2nc(C)cs2)c1	i	i
CCN(CC)CC(O)COCCC12CC3CC(CC(C3)C1)C2 (configuration not stated)	i	i
O=C(O)c1ccccc1C(=O)NCc1ccccc1	i	i
Cc1ccc(C(=O)Cn2nnc3c(sc4nc5c(c(-c6ccccc6)c43)CCC5)c2=O)cc1	i	i
O=C1CC(N2CCN(c3ccc(Cl)cc3)CC2)C(=O)N1c1ccc(F)cc1 (configuration not stated)	i	i
Fc1ccccc1Cn1nnc2c(NCCc3ccccn3)ncnc21	i	i
Cc1ccc(NC(=O)CSc2nc3[nH]ncc3c(=O)[nH]2)cc1	i	i
N/C(=N\OC(=O)c1cccc(Br)c1)c1ccccn1	i	i
CCC(C)NC(=O)CSc1nnc(-c2cc(-c3ccc(C)cc3)nc3ccccc23)n1N (configuration not stated)	i	i

One compound at a time, as listed above:
`S=C(NCc1ccco1)Nc1ccc(Br)cn1` in the list: KCNQ2 inh: i; CHT block: i
`Cc1ccc(C(=O)O)c(C(=O)Nc2nc(C)cs2)c1` in the list: KCNQ2 inh: i; CHT block: i
`N/C(=N\OC(=O)c1cccc(Br)c1)c1ccccn1` in the list: KCNQ2 inh: i; CHT block: i

The list continues.
SMILES	KCNQ2 inh	CHT block
COC(=O)C1C(=O)c2c([nH]c(C(=O)OC3CCCCCC3)c2C)CC1C (configuration not stated)	i	i
CC(C)NC(=O)COC(=O)C1CSC2(c3ccc(Br)cc3)CCC(=O)N12 (configuration not stated)	i	i
CN(C)S(=O)(=O)N1CCCC(C(=O)c2ccc(-c3ccccc3)cc2)C1 (configuration not stated)	i	i
O=C(Nc1ccc(F)cc1)c1ccccc1CC[N+](=O)[O-]	i	i
CC(=O)N1CCCc2ccc(NS(=O)(=O)c3ccc(C)cc3)cc21	i	i
CCCOC(=O)c1ccc(NC(=O)c2cc(=O)[nH]c3ccccc23)cc1	i	i
O=C(CCl)NC(Cc1ccccc1)c1ccccc1 (configuration not stated)	i	i
CCN(CC)c1cc2nonc2c2nonc12	i	i
CCCOc1ccc(CSCCNC(=S)Nc2ccccc2)cc1	i	i
Cc1[nH]n(-c2ccccc2)c(=O)c1N=Nc1cccc(C(=O)O)c1	i	i
OC1(c2ccccc2)CNCCc2ccccc21 (configuration not stated)	i	i
Cc1c(C(=O)NN)nn(-c2ccc(F)cc2)c(=O)c1C#N	i	i
Cc1ccc(C(=O)NCCNS(C)(=O)=O)cc1	i	i
COc1ccccc1OCCCn1c(=O)sc2ccccc21	i	i
O=[N+]([O-])c1ccc2n[nH]nc2c1	i	i
CCOC(=O)c1oc2ccccc2c1COC(=O)CNC(=O)c1ccc(C)cc1	i	i
CCCCNS(=O)(=O)c1ccc2nc(SCC(=O)Nc3ccccc3Cl)[nH]c2c1	i	i
COc1ccc(N=C2C(=Nc3ccc(OC)cc3)N(c3ccccc3)C(=S)N2C(=O)c2ccc(Cl)cc2)cc1	i	i
CCN(CC)CCNS(=O)(=O)c1ccc(/C=C/C(=O)O)cc1	i	i
CS(=O)(=O)N(CC(=O)NCc1ccco1)c1ccc(Cl)c(C(F)(F)F)c1	i	i
COC(=O)c1cc(COC(=O)c2ccc3ccccc3n2)oc1C	i	i
COC(=O)c1ccc(C(=O)OC)c(NC(=O)/C=C/C(=O)O)c1	i	i
COc1ccccc1-c1nc(C#N)c(N2CCN(Cc3ccccc3)CC2)o1	i	i
O=C(OCC(=O)N(C1CCCCC1)C1CCCCC1)c1ccccc1O	-7.34*	i
CCn1cc(C2=NC(CCSC)CO2)c2ccccc21 (configuration not stated)	i	i
O=C(CCCn1nnnc1CN1CCOCC1)N1CCC(c2ccccc2F)C1 (configuration not stated)	i	.
CCS(=O)(=O)c1ccc2c(c1)N(S(C)(=O)=O)CC(C(=O)NN)O2 (configuration not stated)	i	i
Cc1cc2c(cc1C)-c1nnnn1C(C)(C)C2	i	i
O=C(COC(=O)CSc1ccc([N+](=O)[O-])cc1)NCC1CCCO1 (configuration not stated)	i	i
O=C(c1ccc(CS(=O)Cc2ccccc2Cl)o1)N1CCN(c2ccccn2)CC1 (configuration not stated)	i	i
CCOc1cc(C(=O)NCC(C)CN(C)C)cc(OCC)c1OCC (configuration not stated)	i	i
CCN(CC)C(=S)Nc1ccc2nc3n(c(=O)c2c1)CCCCC3	i	i
COc1ccc(C(CC(=O)Nc2nccs2)n2cccc2)cc1 (configuration not stated)	i	i
CC1(C)CC(=O)N(CC(=O)N2CCN(c3ncccn3)CC2)c2ccccc2S1(=O)=O	.	i
CCOc1cccc(-c2nn3c(-c4ccco4)nnc3s2)c1	i	i
CCCCc1ccc(N=N/C(C(=O)Nc2cc(OC)c(NC(C)=O)cc2OC)=C(/C)O)cc1	i	i
COC(=O)c1ccc(C(=O)Nc2nc3cc(N)c(C)cc3s2)cc1	i	i
Cc1c(S(=O)(=O)N2CCOCC2)c(=O)n(C)c(=O)n1C	i	i
Cc1cc(C)n2nc(SCCCC(=O)c3ccccc3)nc2n1	i	i
CCN1C(=O)c2ccccc2Sc2ccc(C(=O)NC(C)C)cc21	i	i
COc1cccc(C2Nc3ccc4ccccc4c3C3=C2C(=O)CC(C)(C)C3)c1OCC(=O)O (configuration not stated)	i	i
COc1ccc(S(=O)(=O)N(C)c2ccc(C(=O)NCC3CCCO3)cc2)cc1 (configuration not stated)	i	i
COC(=O)CNC(=O)CN1C(=O)N(c2ccccc2)C(N(O)C(=O)Nc2ccccc2)C1(C)C (configuration not stated)	.	i
CCOC(=O)c1cc(C(=O)OCC)cc(-n2cc(O)c(C(=O)OCC)n2)c1	i	i
CCC(Cc1ccccc1)NS(=O)(=O)c1ccc2c(c1)NC(=O)CO2 (configuration not stated)	i	i
